FUS suppressor = qHTS for Suppressors of FUS Proteinopathy: Primary screen using FUS-linked yeast assay; S. cerevisiae FUS-expressing, growth rescue, OD600, 24 h; Potency, µM (doses to about 76.6 µM), without a hit: at the top dose growth rescue (activation), most hits filed as activators; 390,000 tested, 0.24% active;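 note: plate controls were DMSO vehicle for no effect and reference control for full effect; nearly all actives have a fitted effect of over 55% in size; some results filed as inactive show a strong effect at the top dose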
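Quantitative HTS measuring growth restoration of FUS-toxic yeast. Galactose-induced cells (OD 0.005) were exposed 24hr at 30C to compounds at several concentrations, then absorbance at 600 nm was recorded.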
EPAC2 antag = qHTS for Antagonist of cAMP-regulated guanine nucleotide exchange factor 2 (EPAC2): primary screen | AID 720708, 2013 | Rap guanine nucleotide exchange factor 4 (Homo sapiens), Q8WZA2 | 360,000 tested, 0.18% active | Potency, µM (series often up to 114 µM), inactives show top-dose activity, negative = inhibition, most hits filed as inhibitors | EPAC2 GEF exchange of Rap1B-BODIPY-GDP, fluorescence; note: % is set by controls: 0 for no effect and ±100 for the full control effect; nearly all actives have a fitted effect of over 45% in size; many of its hits are not listed in these tables
PTHR1 agonist = qHTS for PTHR1 Agonists: Primary Screen. HEK293 GP2 PTHR1 cells, GloSensor cAMP luminescence, 1 h. Parathyroid hormone/parathyroid hormone-related peptide receptor (Homo sapiens), Q03431. AID 743266, 2014. Potency, µM (highest dose often 115 µM), for the others: at the top dose activation, actives largely listed as activators. 410,000 tested, 0.075% active; note: nearly all actives have a fitted effect of over 55% in size; some results filed as inactive show a strong effect at the top dose; inactives centre near -15; many of its hits are not listed in these tables
Target sequence (Q03431 whole entry, looked up): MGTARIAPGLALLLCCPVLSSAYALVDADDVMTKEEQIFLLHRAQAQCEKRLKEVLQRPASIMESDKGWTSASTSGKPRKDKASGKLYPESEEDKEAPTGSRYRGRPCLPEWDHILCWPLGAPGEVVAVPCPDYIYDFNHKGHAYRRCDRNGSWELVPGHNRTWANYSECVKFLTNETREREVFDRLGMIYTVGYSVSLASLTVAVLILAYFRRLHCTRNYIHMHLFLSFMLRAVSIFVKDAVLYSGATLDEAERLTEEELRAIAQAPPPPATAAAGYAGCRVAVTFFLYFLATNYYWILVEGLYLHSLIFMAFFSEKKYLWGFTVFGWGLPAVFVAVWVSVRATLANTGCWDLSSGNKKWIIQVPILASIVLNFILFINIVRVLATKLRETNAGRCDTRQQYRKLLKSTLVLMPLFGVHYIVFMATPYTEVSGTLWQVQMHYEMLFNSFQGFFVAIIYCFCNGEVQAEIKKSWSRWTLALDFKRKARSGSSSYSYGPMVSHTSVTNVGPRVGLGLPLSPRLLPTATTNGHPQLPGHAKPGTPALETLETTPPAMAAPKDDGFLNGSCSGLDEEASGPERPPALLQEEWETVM
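HEK-293-derived GP2 cells expressing PTHR1 and a GloSensor cAMP reporter, 3,000/well, plated overnight, given luciferin plus IBMX (each 0.5 mM as added) for 1 h at 37 °C, then compound for 1 h at 37 °C. Luminescence was read after 15 min at room temperature.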
EPAC1 agonist = qHTS for Agonist of cAMP-regulated guanine nucleotide exchange factor 3 (EPAC1): primary screen; AID 720707, 2013; EPAC1 agonist qHTS, biochemical assay; response scale: 100% = response to 6.5 mM cAMP; Potency, µM (highest dose often 154 µM), without a hit: top-dose activation, actives largely listed as activators; 360,000 tested, 0.073% active; Rap guanine nucleotide exchange factor 3 (Homo sapiens), O95398; note: nearly all actives have a fitted effect of over 60% in size
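Nucleotide exchange assay: 100 nM EPAC1 with 250 nM Rap1B loaded with BODIPY-GDP and 50 uM GDP, room temperature. Fluorescence (480/540 nm) read every 5 min for 30 min; signal change normalized to 6.5 mM cAMP as full agonist.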
TDP43 rescue = qHTS of TDP-43 Inhibitors. TDP-43 expressing yeast growth rescue, BacTiter-Glo, 24 h. Potency, µM (top dose mostly 46.1 µM), inactives show top-dose growth rescue (activation), most hits filed as activators. 410,000 tested, 1.8% active; note: % of control where 0% means no effect; nearly all actives have a fitted effect of over 50% in size
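Cell-based yeast growth screen: TDP-43 expression induced in galactose, inoculum OD600=0.02 after raffinose pregrowth to mid-log. Read-out BacTiter-Glo luminescence at 24 hr, 30 deg C; inhibition of toxicity seen as signal increase.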
aSyn yeast inh = qHTS of alpha-syn Inhibitors | Yeast expressing alpha-synuclein, growth rescue, BacTiter-Glo, 24 h | 370,000 tested, 0.14% active | AID 652106, 2013 | Potency, µM (highest dose often 46.1 µM), inactives show top-dose growth rescue (activation), most hits filed as activators; note: % of control where 0% means no effect; nearly all actives have a fitted effect of over 65% in size
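Readout is rescue of growth in alpha-synuclein-expressing yeast, so inhibitors of toxicity appear as activators. Growth after 24 hr at 30 deg C in galactose medium is quantified by luminescence.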
EPAC2 agonist = qHTS for Agonist of cAMP-regulated guanine nucleotide exchange factor 4 (EPAC2): primary screen; EPAC2 activation, biochemical qHTS; response scale: 100% = 6.5 mM cAMP response; Rap guanine nucleotide exchange factor 4 (Homo sapiens), Q8WZA2; Potency, µM (titrated, usually from 154 µM), for the others: top-dose activation, usual class: activators; 360,000 tested, 0.079% active; note: nearly all actives have a fitted effect of over 50% in size
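qHTS, titration series. 100 nM EPAC2 / 250 nM Rap1B-BODIPY-GDP / 50 uM GDP; RT; ex 480/em 540 nm, 5-min reads to 30 min. Norm. to 6.5 mM cAMP = activation.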
EPAC1 antagonist = qHTS for Antagonist of cAMP-regulated guanine nucleotide exchange factor 3 (EPAC1): primary screen. Rap guanine nucleotide exchange factor 3 (Homo sapiens), O95398. EPAC1 GEF assay, Rap1b-BODIPY-GDP exchange fluorescence. Potency, µM (titrated, usually from 115 µM), for the others: at the highest dose activity change, negative = inhibition, usual class: inhibitors. 360,000 tested, 0.14% active. AID 720709, 2013;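 note: plate controls were vehicle for no effect and positive control for full effect; nearly all actives have a fitted effect of over 50% in size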
Numbers without * were called inactive; i = inactive; ? = inconclusive; . = no result given; [ ] = dose if it differs, or a comment. Calls come from the whole dose curve; as a rule, active = well fitted curve in the direction sought with a large enough effect; inconclusive = small, poorly fitted or top-dose-only effect, or another doubt; inactive = no such curve, though single readings can be large; an effect the other way counts as inactive or inconclusive. Potency is the fitted concentration of half-maximal effect.

SMILES | FUS suppressor | EPAC2 antag | PTHR1 agonist | EPAC1 agonist | TDP43 rescue | aSyn yeast inh | EPAC2 agonist | EPAC1 antagonist
Cc1cc(C)c[n+](-c2nc3ccccc3nc2[N-]S(=O)(=O)c2ccc(Br)s2)c1 | 28% | -8% | i | 5% | -16%[0.397 µM] | -6% | 1% | -8%
CC(/C=N/n1c(-c2ccc(C)cc2)n[nH]c1=S)=C\c1ccco1 | . | 8% | i | -5% | -6% | 1% | 1% | -5%
COC(=O)c1cc2c(N)c(C(=O)c3ccc(Cl)cc3)sc2nc1C(OC)OC | 9% | 79µM* | i | -49%[inhibitor] | 12% | -5% | -127%[inhibitor] | 16%
CC(C(=O)O)N1C(=O)/C(=C/c2cccn2C)SC1=S (configuration not stated) | 10% | -2% | i | 11% | 22% | 9% | 18% | -7%
COc1ccc(CCNC(=O)c2ccc3nc[nH]c3c2)cc1 | -6% | 5% | -20% | -2% | -5% | -6% | 0% | -9%
COCCNC(=S)N1CCN(S(=O)(=O)c2ccc(Cl)s2)CC1 | -8% | 9% | i | -1% | 12% | 5% | 4% | 7%
Cc1ccc2nc(NCC(=O)O)nc(-c3ccccc3)c2c1 | -15% | 0% | i | -10% | 5% | -1% | 11% | 6%
O=C(NCCCN1CCN(c2ccc(F)cc2)CC1)c1cnn(-c2ccc(F)cc2)c1-n1cccc1 | 3% | . | -83%[inhibitor] | . | 15% | 0% | . | .
CCn1cc(C(=O)Nc2ccc(F)c(F)c2)cn1 | . | -2% | i | 0% | -4% | -10% | 1% | -15%
COc1ccc(CNC(=O)CCCN2C(=O)c3ccccc3C2=O)cc1 | -26% | 1% | i | 8% | 28% | 10% | 8% | -15%
CC(CCc1ccccc1)NC(=O)C(=O)c1c[nH]c2ccccc12 (configuration not stated) | 11% | -14% | -4% | 12% | -4% | 5% | 17% | 1%
Cc1nc(C)c(-c2ccc(SCC(=O)Nc3cccc(Cl)c3)nn2)s1 | -2% | 1% | -41%[inhibitor] | -15% | -9% | 1% | -1% | -17%
Cn1cc(C(=O)Nc2ccc(F)c(F)c2)cn1 | 1% | -2% | i | 1% | 8% | 8% | -3% | -4%
Cc1ccc(/C=C/C(=O)OCC(=O)N2CC(=O)Nc3ccccc32)o1 | 17% | -14% | -22% | -10% | -14%[9.22 µM] | -4% | 0% | -17%
O=C(/C=C/c1ccccc1)NCCSc1ccc(Cl)cc1 | 6% | -13% | -22%[57.5 µM] | 20% | 3% | -2% | 10% | -12%
COCCN(CCOC)c1nc(-c2ccccc2)nc2ccccc12 | 13% | ? | -22% | 11% | 10% | -7% | 10% | -13%
CC1CN(c2ccc(NS(=O)(=O)c3ccccc3)cc2C(=O)O)CC(C)O1 (configuration not stated) | 12% | -4% | -2% | 11% | -11% | 3% | 10% | 12%
O=C(N/N=C/C(Br)=C\c1ccccc1)c1ccc2nc[nH]c2c1 | . | 7% | i | 0% | ? | 9% | 1% | 0%
COc1cc2oc3ccccc3c2cc1N(CC(=O)N(C)C)S(=O)(=O)c1ccc(C)cc1 | -10% | -2% | i | 6% | -7% | -2% | -2% | 4%
Cc1ccc(C(=O)OCC(=O)c2c[nH]c3ccccc23)cc1S(=O)(=O)N1CCCCC1 | 11% | -1% | -42%[inhibitor] | 20% | 2% | 2% | 12% | -4%
COc1cc(NC(=O)CCn2c(=S)oc3ccccc32)cc(OC)c1OC | -4% | 5% | -9% | 11% | 5% | 0% | 10% | 1%
CCCCC1CCC(C(=O)N(CC(C)C)c2c(N)n(CCCC)c(=O)[nH]c2=O)CC1 (configuration not stated) | 8% | 8% | i | -22% | 15% | 1% | 2% | -21%
NS(=O)(=O)c1ccc(NC(=O)CN2C(=O)CCC2=O)cc1 | -26% | 0% | -7% | 3% | 5% | -5% | 2% | 11%
COc1cc(-c2nnc(NC(=O)CCS(=O)(=O)c3ccccc3)o2)cc(OC)c1OC | 6% | 18% | -18% | -2% | -27% | -2% | 2% | 3%
Cc1nc(-n2nnc3cc(C)c(C)cc32)c2c3c(sc2n1)CCCC3 | -5% | -4% | -43% | -4% | 15% | -7% | -11% | 3%
Continuation.
SMILES | FUS suppressor | EPAC2 antag | PTHR1 agonist | EPAC1 agonist | TDP43 rescue | aSyn yeast inh | EPAC2 agonist | EPAC1 antagonist
COc1cc2c(cc1OC)C(c1cccc([N+](=O)[O-])c1)N(C(=O)c1ccccc1C(=O)O)CC2 (configuration not stated) | 4% | 4% | -15% | -2% | 15% | 5% | 11% | 7%
COCCN(C(=O)COC(=O)c1cc(C)oc1C)c1c(N)n(Cc2ccccc2)c(=O)[nH]c1=O | 15% | 3% | -23% | -59% | 5% | 1% | 8% | -17%
Cc1c(Cl)cccc1NC(=O)Nc1cccnc1 | 12% | -9% | 30% | -7% | -21% | -6% | 12% | ?
COc1ccc(/C=C/C(=O)OCC(=O)c2ccccc2F)cc1 | . | -8% | -26% | 1% | 0% | -1% | 6% | 7%
O=C1CC(N2CCOCC2)C(=O)N1c1ccccc1Cl (configuration not stated) | -5% | 7% | 9%[57.5 µM] | 16% | ? | 6% | 3% | -1%
Fc1ccc(C[n+]2csc3ccccc32)cc1 | . | -1% | i | 13% | 28µM* | -9% | -8% | -13%
CCOc1ccc(OCC)c(S(=O)(=O)N2CCCCC2)c1 | 11% | -4% | -3%[57.5 µM] | 5% | ? | 1% | 7% | -9%
Cc1ccc(C(=O)N/N=C\c2cc3c(cc2Br)OCO3)cn1 | -19% | 2% | -9% | 9% | -6% | -6% | 1% | 1%
Cc1cc2oc(=O)cc(CN(Cc3ccccc3)Cc3ccccc3)c2cc1Cl | -3% | 8% | -21% | -7% | 5% | 9% | 8% | 7%
C=CCn1c(SCC(=O)c2[nH]c(C)c(C(=O)OCC)c2C)nc2scc(-c3ccc(OC)cc3)c2c1=O | . | -2% | i | 1% | -19% | 8% | -5% | 2%
O=C(OCCCOc1ccc(F)cc1)c1ccc(O)cc1O | 6% | -4% | -7% | 16% | 13µM* | -11% | 23% | -4%
CC1=C(C(=O)N(C)C)CC(CC(=O)NCCc2ccccn2)C(=O)N1Cc1ccc(F)cc1 (configuration not stated) | -25% | 6% | -6% | 8% | 22% | 2% | 12% | -20%
O=C(Cn1nnc2ccccc21)c1ccc([N+](=O)[O-])cc1 | 25% | -1% | i | 3% | 0% | 10% | 2% | 4%
Cc1cccc(C)c1NC(=O)C(c1ccccc1)N1CCN(C(=O)c2ccco2)CC1 (configuration not stated) | 1% | 14% | -16% | 0% | 10% | -6% | 13% | -5%
Cc1[nH]n(-c2ccccc2)c(=O)c1/C=N/N(c1ccccc1)c1ccccc1 | 15% | 3% | -28% | 5% | -11% | -8% | 8% | -22%
CCCCc1c(-c2ccc(F)cc2F)ncn1CCc1ccccc1OC | 12% | ? | -53%[inhibitor] | -16% | 49% | 2% | 2% | -11%
COc1ccc(C2N(C(C)=O)CCN2S(=O)(=O)c2ccc(C)cc2)cc1 (configuration not stated) | . | -3% | -10% | 8% | 3% | -2% | 1% | 20%
CCC(C(=O)O)n1c(C(F)(F)F)nc2ccccc21 (configuration not stated) | 6% | 4% | i | 1% | 11% | 0% | 2% | 10%
NC(=O)c1ccccc1NC(=O)CC1(CC(=O)O)CCCC1 | -8% | 1% | i | 1% | 12% | 2% | 3% | -9%
C/C(=N\O)c1c(C)c2ccccc2n1C | 21% | 9% | i | 2% | 37% | 6% | -9% | 14%
CCOC(=O)c1sc(NC(=O)CCCCCN2C(=O)c3cccc4cccc(c34)C2=O)nc1C | 7% | 0% | -3%[57.5 µM] | -1% | -15% | 0% | 1% | 6%
O=C(CN(Cc1ccco1)C(=O)c1ccc([N+](=O)[O-])cc1)Nc1ccccc1C(F)(F)F | 35% | -10% | -18% | 11% | 18% | 8% | -4% | -11%
COc1ccc(-c2nn(-c3ccccc3)cc2C#N)cc1 | -31% | 3% | -23% | -2% | 20% | 3% | 14% | 0%
CCC(CO)NCc1ccc(OCC(=O)Nc2cccc(C(F)(F)F)c2)c(OC)c1 (configuration not stated) | . | 0% | i | -1% | 9% | 7% | -9% | 5%
Cc1ccc(S(=O)(=O)N2[C@H](CC(=O)c3cccs3)OC[C@@H]2C(C)C)cc1 | 27% | -4% | i | 11% | -11% | -1% | 19% | -1%
CC1(C)CC(NC(=O)COc2ccc([N+](=O)[O-])cc2)CC(C)(C)N1 | -3% | -5% | 0% | 11% | -13% | 2% | 3% | 12%
O=S(=O)(NCc1csc(-c2cccnc2)n1)c1ccc(Br)cc1 | 12% | 10% | i | -1% | 5% | 13% | 2% | 4%
Cc1ccc(/C=N/NC(=O)CNC(=O)COc2ccccc2)o1 | -28% | -2% | i | 10% | 26% | 0% | -3% | 9%
COc1ccc(-c2cc(C(F)(F)F)nc(NCc3ccco3)n2)cc1OC | -2% | -6% | -7%[57.5 µM] | 9% | 19% | 0% | -7% | 0%

A portion of the library (hit frequency here may not be typical).
